# Growth percent in the NCI-60 one-dose screen (48 h, 10 µM unless noted): 100 = growth as untreated, 0 = no growth, -100 = all killed.
# SK-MEL-28: SK-MEL-28 melanoma; 81,000 compounds, 4.1% hits; AID 1794761
# SK-MEL-5: SK-MEL-5 melanoma. 80,000 compounds, 6.4% hits. AID 1794755
# LOX IMVI: LOX IMVI melanoma; AID 1794757; 79,000 compounds, 7.4% hits
# T-47D: T-47D breast cancer. 79,000 compounds, 5% hits
# SK-MEL-2: SK-MEL-2 melanoma; 77,000 compounds, 4.7% hits
# MALME-3M: MALME-3M melanoma; AID 1794766; 78,000 compounds, 5.8% hits
# HS 578T: HS 578T breast cancer; AID 1794788; 78,000 compounds, 4.1% hits
# UACC-257: UACC-257 melanoma. 78,000 compounds, 4.4% hits
# * marks the source's active call; other numbers are inactive results; . = no result given; & = joins results of further samples; [ ] = dose if it differs, or a comment. How the source made its calls: active means growth percent below 10; inactive means the rest. Not a hit list; overall some 11% were active at least once.
item	Compound	SK-MEL-28	SK-MEL-5	LOX IMVI	T-47D	SK-MEL-2	MALME-3M	HS 578T	UACC-257
1	CC(C)CC(CC(C)C)NCC(C)OC(=O)c1ccc([N+](=O)[O-])cc1 (stereo not given)	110.9	97.3	82.0	95.8	102.6	102.7	.	99.8
2	CCCC(=O)Oc1ccc(C2(c3ccc(OC(=O)CCC)cc3)OC(=O)c3ccccc32)cc1	114.9	102.2	108.6	103.5	92.2	104.7	106.8	105.4
3	CCOC(=O)C1CCc2ccccc2C1=O (stereo not given)	113.2	96.5	101.6	103.0	120.9	104.7	.	107.3
4	CC(C)c1cc(C(C)C)c(S(=O)(=O)Oc2ccc(NC(=O)C3CCCCCC3)cc2)c(C(C)C)c1	114.0	71.6	77.2	54.1	87.5	111.5	85.8	74.0
5	COc1cc(Cn2cc3c(c2-c2ccccc2)CCc2cnoc2-3)cc(OC)c1OC	100.1	91.9	87.4	56.4	100.4	.	95.1	94.7
6	COC(=O)/C=C/c1cccnc1	109.8	104.8	123.4	104.2	106.8	95.7	114.5	114.4
7	CCOC(=O)c1nn(C2CCCCO2)c2ccc(NS(=O)(=O)c3ccc(C)cc3)cc12 (stereo not given)	101.0	98.7	99.3	80.0	106.2	102.1	94.9	97.0
8	O=C(NO)/C(CC(=O)c1ccccc1O)=N\O	110.8	101.7	94.4	108.0	106.7	93.2	102.5	105.3
9	Cc1cc(-c2ccc(N=Nc3c(S(=O)(=O)O)cc4cc(S(=O)(=O)O)cc(O)c4c3O)c(C)c2)ccc1N=Nc1cc(S(=O)(=O)O)c2ccccc2c1O	109.4	118.7	101.7	124.2	.	106.0	.	104.2
10	COc1cc(/C=C/C(=O)c2cnn(-c3cc(=O)[nH]c4ccc(Br)cc34)c2C)cc(OC)c1OC	-53.0*	-96.2*	-89.8*	-47.3*	-59.6*	-42.4*	54.1	-30.3*
11	COc1cc(C2CC(c3ccc(Nc4nc(NCCO)nc(Nc5ccc(Cl)cc5)n4)cc3)=NN2c2cc(Cl)cc(Cl)c2)cc(OC)c1OC (stereo not given)	69.5	87.6	78.2	90.6	101.8	85.2	65.8	81.0
12	COc1cc(C)cc(C(O)Cc2cccc(-c3cccnc3)n2)c1 (stereo not given)	114.4	100.4	112.6	100.7	104.8	112.4	111.2	98.5
13	CCOc1ccc(-n2cc(-c3ccc(N(C)C)cc3)[n+]3c2CCCCC3)cc1	51.2	-92.4*	12.7	0.6*	-7.3*	2.4*	28.5	-12.6*
14	C[C@@]12c3ccsc3CCN1C(c1ccccc1)=NN2c1ccccc1	104.4	.	91.1	82.5	81.7	101.5	96.0	89.7
15	CC1(C)CC(=O)C2=C(C1)N(c1ccc(OC(F)(F)F)cc1)C(N)=C(C#N)C2c1ccc(Cl)cc1Cl (stereo not given)	104.8	92.4	89.0	97.2	95.8	90.3	89.9	89.8
16	O=C(CSc1nnc(Cn2c(C(F)(F)F)nc3ccccc32)o1)Nc1ccc(Cl)cc1	80.6	81.0	36.3	69.8	82.8	108.5	102.9	85.6
17	CC(N)C(Cc1ccc(Cl)cc1)c1ccc(Cl)cc1 (stereo not given)	62.6	90.1	74.3	54.8	-58.0*	80.3	71.6	.
18	N=C1CCCS1	111.4	120.8	106.5	106.8	133.8	83.5	116.1	117.6
19	c1csc(CSc2nnc(SCc3cccs3)s2)c1	108.9	107.8	98.5	99.7	102.8	133.4	121.8	116.4
20	N#CC1=C(N)Oc2cc(N)ccc2C1c1ccc(F)cc1 (stereo not given)	84.8	.	78.1	96.6	79.8	71.9	81.4	95.6
21	CC(O)c1cccc2ccccc12 (stereo not given)	111.5	106.6	111.0	103.8	106.9	113.0	127.6	97.9
22	COc1ccc(C(=O)/C=C/c2cc(-c3ccc4c(c3)OCO4)n[nH]2)cc1	93.1	89.6	78.5	67.5	109.2	78.8	78.0	92.5
23	O=C1CCC23C=CC(O)C(O2)c2ccccc2N13 (stereo not given)	110.1	102.2	99.9	98.0	114.2	100.5	100.0	107.2
24	O/N=C(\CSc1nnc(-c2c[nH]c3ccccc23)n1-c1ccccc1)c1ccccc1	54.5	15.9	41.1	19.8	49.2	76.1	66.7	79.9
25	CC(C)=CCC[C@](C)(O)[C@H]1CC[C@]2(C)[C@@H]1CC[C@@H]1[C@@]3(C)CC/C(=N/O)C(C)(C)[C@@H]3CC[C@]12C	-36.1*[100 µM]	-45.3*[100 µM]	-9.6*[100 µM]	7.5*[100 µM]	-23.2*[100 µM]	-69.7*[100 µM]	-13.0*[100 µM]	19.8[100 µM]
26	CCOC(=O)N1CCOCC1	104.8	104.0	73.0	92.7	.	113.1	110.9	87.3
27	CCCNCCOC(=O)c1ccc(OCCC)c(N)c1	96.2	98.8	97.4	82.6	99.1	98.6	92.6	88.2
28	Cc1cc([N+](=O)[O-])ccc1NS(=O)(=O)c1ccccc1	94.7&94.2	67.1&74.2	100.5&101.1	94.5&83.4	84.1&103.3	65.4&72.6	76.6&86.6	90.4&88.4
29	Cn1c(O)c(N=NC(=O)c2ccncc2)c2ccccc21	109.4	97.3	101.6	.	105.3	98.7	107.1	102.0
30	COc1ccccc1NC(=O)CSc1n[nH]c(-c2ccncc2)n1	105.3	86.3	87.6	85.7	89.4	88.0	81.3	100.9
31	COC(=O)Nc1nnc(COc2ccc(C3CCCCC3)cc2)s1	99.1	.	64.4	82.4	118.1	112.3	85.5	118.3
32	C#CCNC(=O)[C@]1(C)CC[C@]2(C)CC[C@@H]3C(=CC[C@H]4[C@@]3(C)CC[C@H]3C(C)(C)C(=O)CC[C@]43C)[C@@H]2C1	102.2	93.3	96.2	77.1	96.2	113.8	125.6	98.7
33	CS/C(Nc1ccccc1)=C(/C#N)S(=O)(=O)c1ccc(C)cc1	110.7	103.3	95.1	92.8	130.1	120.1	122.2	109.8
34	O=C(N/N=C/c1c[nH]c2ccccc12)Nc1ccccc1	112.7	103.7	97.6	86.4	103.3	96.7	103.2	112.3
35	CCOC(=O)N1CCCCC1CC (stereo not given)	102.6	110.4	105.8	101.4	99.7	103.7	.	99.0
36	C[C@@H]1[C@H]2C[C@@H](C[C@H]1NCc1nc3ccccc3n1C1CCCCCC1)C2(C)C	77.5	5.0*	44.0	48.0	70.6	51.4	80.2	64.7
37	CNc1ccc(-n2ccc(=O)c(O)c2C)cc1	97.8	100.1	95.2	101.2	100.0	102.6	97.1	109.5
38	COC(=O)c1ccc2c(c1)nc(-c1ccc(Cl)cc1)n2-c1cc(C(C)(C)C)[nH]n1	58.0	25.9	44.2	76.9	31.6	14.8	53.3	62.3
39	O=C1CCCCN1CCCCC#Cc1ccccc1C#Cc1ccc([N+](=O)[O-])cc1	46.1	3.3*	6.1*	49.4	5.9*	55.7	69.4	.
40	FC1(F)C=C(c2ccccc2)C1(Cl)Cl	107.0	105.5	107.1	103.0	129.3	.	104.7	109.7

# 4 consecutive entries already listed, quoted:
item	Compound	SK-MEL-28	SK-MEL-5	LOX IMVI	T-47D	SK-MEL-2	MALME-3M	HS 578T	UACC-257
1	CC(C)CC(CC(C)C)NCC(C)OC(=O)c1ccc([N+](=O)[O-])cc1 (stereo not given)	110.9	97.3	82.0	95.8	102.6	102.7	.	99.8
2	CCCC(=O)Oc1ccc(C2(c3ccc(OC(=O)CCC)cc3)OC(=O)c3ccccc32)cc1	114.9	102.2	108.6	103.5	92.2	104.7	106.8	105.4
3	CCOC(=O)C1CCc2ccccc2C1=O (stereo not given)	113.2	96.5	101.6	103.0	120.9	104.7	.	107.3
4	CC(C)c1cc(C(C)C)c(S(=O)(=O)Oc2ccc(NC(=O)C3CCCCCC3)cc2)c(C(C)C)c1	114.0	71.6	77.2	54.1	87.5	111.5	85.8	74.0

# The listing continues.
item	Compound	SK-MEL-28	SK-MEL-5	LOX IMVI	T-47D	SK-MEL-2	MALME-3M	HS 578T	UACC-257
41	COc1ccc2c(O)c(/C=C3\N=Nc4ncccc43)oc2c1C[C@@H]1CCNC[C@H]1F	5.4*	5.6*	-93.0*	29.7	-17.9*	-31.2*	-1.3*	13.7
42	CCOC(=O)C1=C(C)N2C(=NC3=C(CCCC/C3=C\c3ccc(Cl)cc3)C2c2ccc(Cl)cc2)S1 (stereo not given)	108.1	.	100.4	78.6	.	95.9	97.9	.
43	COC(=O)c1cc(O)c2cc3c(cc2c1-c1cc(OC)c(OC)c(OC)c1)OCO3	51.5	3.1*	29.7	25.9	.	48.3	-2.0*	60.1
44	Cc1ccc(-c2nc(C#N)c(S(=O)(=O)N(C)C)o2)cc1	102.1	92.5	49.8	75.3	91.1	52.6	105.4	94.8
45	C=C(C)C1CC(O)C2(C)CCCC3C2C1CC(C)C3(C)CC/C(C)=C/C(O)C1CCC(=O)c2c(OC)cc(OC)cc21 (stereo not given)	49.6	.	22.5	37.2	65.8	52.0	61.6	12.6
46	COc1ccc(-c2nc3sccn3c2-c2nc3ccc(F)cc3[nH]2)cc1	92.2	88.5	90.9	94.4	105.8	112.7	105.1	96.9
47	C=CCn1cc(-c2nc3ccccc3s2)c2cc(-c3ccc4c5c(cccc35)C(=O)N(CCN(CC)CC)C4=O)ccc21	104.5	92.5	91.4	87.2	98.1	113.8	97.8	99.6
48	C[C@@H]1N=C(c2ccc(Br)cc2)Nc2nc3ccccn3c2C1=O	66.2	31.9	52.4	67.2	47.4	51.8	71.3	69.9
49	O=C(O)CC1CCCCC1c1ccccc1 (stereo not given)	119.2	105.1	102.5	103.6	97.7	111.7	83.0	111.8
50	CN1CC(c2ccc(Br)cc2)C(C(=O)c2ccc(Br)cc2)C12C(=O)Nc1ccccc12 (stereo not given)	95.6	94.2	79.8	49.5	82.9	81.7	89.3	85.5
51	C/C(=N/NC(N)=O)c1ccco1	117.4	105.1	95.4	83.5	107.7	93.4	110.0	83.0
52	Nc1ncc(-c2ccc(NS(=O)(=O)c3ccc(F)c(Br)c3)cc2)[nH]1	89.8	94.6	90.8	61.3	.	79.5	80.3	.
53	Clc1ncnc2[nH]ccc12	117.1	108.7	97.8	101.0	111.2	105.8	122.9	108.2
54	Cc1[nH]c(C(=O)Nc2ccccc2OCc2cccc(C(=O)NCCN)c2)cc1F	98.9	99.4	92.9	82.8	103.2	93.6	101.1	101.8
55	Cc1cccc(NC(=O)c2sc3nc4c(cc3c2N)CCCC4)c1	53.0	33.9	40.3	53.5	54.9	24.9	59.5	46.3
56	c1ccc(CCc2ccc(OCCN3CCCCC3)cc2)cc1	97.6	74.6	77.4	65.2	82.9	88.6	79.1	74.3
57	CC(C)n1nc(C#Cc2cccc(O)c2)c2c(N)ncnc21	-47.5*	-91.8*	-92.4*	.	-76.9*	-74.9*	-28.8*	-41.4*
58	CCOC(=O)c1csc2ncc(-c3ccc(C)cc3)n12	99.9	89.2	86.0	84.2	92.6	100.2	109.4	107.9
59	CCN1C(=S)N(CC)C2Nn3c(s/c(=C4\C(=O)N(C)c5ccccc54)c3=O)=NC21 (stereo not given)	59.6	19.6	49.2	.	70.4	51.0	48.8	.
60	CN1CCN(C(=O)OCc2ccc3c(Cl)cc(Cl)c(O)c3n2)CC1	67.1	49.6	49.3	58.6	76.0	81.0	80.2	89.3

# 3 compounds from above, limited to T-47D.
entry	Molecule	T-47D
42	CCOC(=O)C1=C(C)N2C(=NC3=C(CCCC/C3=C\c3ccc(Cl)cc3)C2c2ccc(Cl)cc2)S1 (stereo not given)	78.6
46	COc1ccc(-c2nc3sccn3c2-c2nc3ccc(F)cc3[nH]2)cc1	94.4
56	c1ccc(CCc2ccc(OCCN3CCCCC3)cc2)cc1	65.2

# Taken from above:
# Result of no. 6 under UACC-257: 114.4
# Result of no. 54 under T-47D: 82.8
# Result of no. 19 under UACC-257: 116.4
# Result of no. 17 under T-47D: 54.8
# Result of no. 8 under SK-MEL-28: 110.8
# Result of no. 41 under LOX IMVI: -93.0*

# More records follow.
item	Compound	SK-MEL-28	SK-MEL-5	LOX IMVI	T-47D	SK-MEL-2	MALME-3M	HS 578T	UACC-257
61	O=c1oc2ccccc2cc1-c1csc(N/N=C/c2cc3ccccc3nc2Cl)n1	102.0	98.4	101.4	90.8	105.6	102.8	107.0	114.6
62	N#Cc1c(-c2ccc(Cl)cc2)nc2c(nnn2-c2ccc(S(N)(=O)=O)cc2)c1N	108.2	.	79.6	94.5	107.6	119.9	88.0	93.2
63	Nc1c(C(=O)Nc2cccc3ccccc23)sc2nc3c(cc12)COCC3	60.6	31.0	42.7	57.1	49.1	60.8	35.8	54.5
64	Cc1c(Cl)cccc1S(=O)(=O)Nc1nc2c(s1)CN(Cc1ccccc1)CC2	106.7	103.9	96.2	94.2	102.8	101.8	81.6	108.6
65	C/C(=N\N=C(/C)c1cccc([N+](=O)[O-])c1)c1cccc([N+](=O)[O-])c1	100.6	94.3	91.6	.	90.8	85.0	78.8	87.6
66	COC(=O)Cc1cc(COC(C)=O)ccc1C	113.5	110.2	107.9	110.2	.	110.3	112.0	107.7
67	CCc1nc(N)nc(-c2nc(N)nc(CC)c2C)c1C	97.9	98.1	100.2	.	107.4	100.2	90.4	93.6
68	NC(N)=NNC(=O)c1ccccc1	98.0	101.0	101.1	103.5	107.1	97.2	98.4	96.3
69	CC(C)(O)c1cccc2c(C(C)(C)O)cccc12	107.1	95.0	103.8	97.6	125.7	.	102.3	107.3
70	CCCCOCCOCCOC(=O)c1ccc(OC)cc1	104.4	100.5	95.1	60.3	110.6	95.0	98.6	87.8
71	COc1ccc(OCC(=O)Nc2ccc(-c3nc4ccccc4s3)c(Cl)c2)cc1	100.7	103.3	96.2	53.4	98.1	100.9	102.0	120.5
72	C/C(=N\NC(=S)Nc1cccc(C)c1)c1cc2ccccc2oc1=O	101.3	92.7	102.7	97.7	.	93.0	110.9	101.4
73	OCCCc1ccncc1	110.8	101.7	101.2	93.1	106.3	92.9	99.6	97.4
74	N#CCc1nc2c(-c3nc4ccccc4s3)c(Nc3ccccc3)sc2c(=O)[nH]1	94.7	95.6	72.2	64.0	109.4	119.0	96.8	96.1
75	O=C(NCCc1ccc(O)c(O)c1)c1ccsc1Nc1ccnc(C(F)(F)F)c1	108.6	90.7	86.1	82.1	92.6	94.9	96.6	104.4
